# Compound activity from PubChem BioAssay.
# CHO-K1 Ca antag: M1 antagonist counterscreen hit in parental CHO-K1 cells | 360,000 tested, 0.6% active | inhibition, % at 3 µM | ATP-induced calcium, Fluo-8 fluorescence;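 active = inhibition above a per-plate cutoff, the plate's mean sample inhibition plus 3 SD, cut at about 24% in these data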;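 note: 0% = DMSO plus EC80 ATP and 100% = DMSO alone without ATP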
# M5 PAM: human M5 muscarinic receptor positive allosteric modulators, primary screen, CHO-K1 cells, Fluo-8 calcium fluorescence | AID 624038, 2012 | CHO-K1 hM5, ACh EC20 PAM; 0% = ACh EC20, 100% = ACh EC100 | activation, % at 3 µM | Muscarinic acetylcholine receptor M5 (Homo sapiens), P08912 | 360,000 tested, 0.3% active;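 active = activation above the run cutoff, the mean activation of all test compounds plus 3 SD, cut at about 18% in these data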
# Target sequence (P08912 whole entry, looked up): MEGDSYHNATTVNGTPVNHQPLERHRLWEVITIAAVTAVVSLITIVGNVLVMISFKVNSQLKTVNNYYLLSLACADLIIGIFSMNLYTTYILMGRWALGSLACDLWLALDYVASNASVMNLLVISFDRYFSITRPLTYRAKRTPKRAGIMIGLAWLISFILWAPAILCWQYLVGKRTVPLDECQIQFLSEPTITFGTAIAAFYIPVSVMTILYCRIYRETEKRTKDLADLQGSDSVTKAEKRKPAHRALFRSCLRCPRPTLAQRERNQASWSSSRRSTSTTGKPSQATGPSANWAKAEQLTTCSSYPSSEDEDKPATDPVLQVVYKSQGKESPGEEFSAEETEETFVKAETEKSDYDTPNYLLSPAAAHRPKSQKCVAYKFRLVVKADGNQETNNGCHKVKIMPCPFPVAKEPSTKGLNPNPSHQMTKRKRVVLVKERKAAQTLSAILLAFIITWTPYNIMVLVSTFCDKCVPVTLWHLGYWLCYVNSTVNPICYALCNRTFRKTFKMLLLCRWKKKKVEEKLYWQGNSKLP
#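 System: CHO-K1 hM5 cells. Reagent: acetylcholine, EC20 level. Compound dosing: single dose, 3 µM nominal final test concentration. Timing: Post-acetylcholine fluorescence recording 140 s. Detection: Fluo-8 calcium fluorescence. Read-out: % activation, ACh-normalized. Benchmarks: ACh EC20 and EC100 wells. Repeats: singlicate, one well per test compound.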
# M4 antag: human M4 muscarinic receptor antagonists, primary screen, CHO cells, Fluo-8 calcium fluorescence | Muscarinic acetylcholine receptor M4 (Homo sapiens), P08173 | CHO-hM4 cells, ACh EC80 | inhibition, % at 3 µM | 360,000 tested, 0.73% active;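 active = inhibition above its plate's cutoff, the mean inhibition of sample wells plus 3 SD, cut at about 27% in these data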;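 note: 0% = acetylcholine EC80 with DMSO and 100% = DMSO without agonist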
# Target sequence (P08173 whole entry, looked up): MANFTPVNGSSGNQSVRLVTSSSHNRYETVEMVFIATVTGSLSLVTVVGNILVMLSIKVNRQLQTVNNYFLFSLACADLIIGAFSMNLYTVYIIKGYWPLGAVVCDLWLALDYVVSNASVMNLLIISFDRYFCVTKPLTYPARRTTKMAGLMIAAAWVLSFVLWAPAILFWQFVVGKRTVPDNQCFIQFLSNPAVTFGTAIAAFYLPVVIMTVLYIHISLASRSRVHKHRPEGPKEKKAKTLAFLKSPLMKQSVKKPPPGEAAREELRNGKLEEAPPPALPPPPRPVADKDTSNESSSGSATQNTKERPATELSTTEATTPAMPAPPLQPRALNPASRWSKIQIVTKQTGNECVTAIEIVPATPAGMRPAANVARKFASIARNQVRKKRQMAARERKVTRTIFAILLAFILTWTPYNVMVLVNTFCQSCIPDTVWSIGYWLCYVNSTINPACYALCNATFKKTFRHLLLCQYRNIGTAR
# M1 PAM parental: nonselective calcium activators in parental CHO-K1 cells, primary screen, counter-screen for M1 PAM project, cell-based, Fluo-8 calcium fluorescence, full deck, 1536-well; ATP EC20; 0% at ATP EC20, 100% at ATP max; activation, % at 3 µM; 360,000 tested, 0.02% active; AID 602247, 2012;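 active = activation above the run cutoff, the mean activation of all test compounds plus 3 SD, cut at about 40% in these data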;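 note: peak over basal fluorescence ratio in a 140 s read after ATP addition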
# M5 antag: human M5 muscarinic receptor antagonists, primary screen, CHO cells, Fluo-8 calcium fluorescence; Muscarinic acetylcholine receptor M5 (Homo sapiens), P08912; CHO-hM5 cells, ACh EC80; inhibition, % at 3 µM; 360,000 tested, 0.59% active;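 active = inhibition above a per-plate cutoff, the mean of that plate's test compounds plus 3 SD, cut at about 27% in these data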;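 note: 0% = acetylcholine EC80 with DMSO and 100% = DMSO without agonist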
# M1 ag parental: counter-screen for M1 agonists: effect in parental CHO-K1 cells; Fluo-8 calcium fluorescence; scaled to maximal ATP response, vehicle zero; activation, % at 3 µM; 360,000 tested, 0.48% active; in the data active = activation above about 15%;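 note: untransfected CHO-K1 host cells lacking M1 receptor as counterscreen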
# CHRM4 PAM: human M4 muscarinic receptor positive allosteric modulators, primary screen, CHO-K1 cells, Fluo-8 calcium fluorescence | Muscarinic acetylcholine receptor M4 (Homo sapiens), P08173 | CHO-K1 hM4/Gqi5, ACh EC20; 0% = ACh EC20, 100% = maximal ACh | activation, % at 3 µM | 360,000 tested, 0.4% active | AID 624126, 2012;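 active = activation above its plate's cutoff, the mean activation of sample wells plus 3 SD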; note: some results filed as inactive read as strong as hits
# M5 ag: human M5 muscarinic receptor agonists, primary screen, CHO-K1 cells, Fluo-8 calcium fluorescence; Muscarinic acetylcholine receptor M5 (Homo sapiens), P08912; CHO-K1 hM5 cells; 0% DMSO wells, 100% maximal acetylcholine response; activation, % at 3 µM; 360,000 tested, 0.19% active;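 active = activation above the run's mean over test compounds plus 3 SD, cut at about 23% in these data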;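 note: signal is peak over basal fluorescence ratio across the kinetic read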
# M4 ag: human M4 muscarinic receptor agonists, primary screen, CHO-K1 cells, Fluo-8 calcium fluorescence; Muscarinic acetylcholine receptor M4 (Homo sapiens), P08173; 360,000 tested, 0.14% active; CHO-K1 hM4/Gqi5; vehicle 0%, full acetylcholine response 100%; AID 624127, 2012; activation, % at 3 µM;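 active = activation above the run mean over all test wells plus 3 SD, cut at about 32% in these data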;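 note: peak over basal fluorescence ratio per well then scaled between controls; 0% = DMSO wells and 100% = acetylcholine at EC100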
# * marks the source's active call; other numbers are inactive results; x = no result given.
SMILES,CHO-K1 Ca antag,M5 PAM,M4 antag,M1 PAM parental,M5 antag,M1 ag parental,CHRM4 PAM,M5 ag,M4 ag
C=C(C)C1CC=C(C)/C(=N/NC(=O)c2cccc([N+](=O)[O-])c2)C1 (stereo unspecified),6,0,6,12,-4,-0.1,0,1,1
Cn1c(=O)c2c(nc(N3CCc4ccccc4C3)n2C)n(C)c1=O,-28,1,-19,32,5,2.9,5,-5,5
COc1ccccc1/C=C/C(=O)NC(=S)NCC1CCCO1 (stereo unspecified),2,-19,14,4,21,4.9,-8,-1,14
COc1ccc(C2OC(=O)CC2C(=O)NCc2ccc(Cl)cc2)cc1OC (stereo unspecified),-22,0,-4,15,12,5.9,1,-3,2
CC(C)N1CC23C=CC(O2)C(C(=O)OCc2ccccc2)C3C1=O (stereo unspecified),-2,0,-24,-6,1,0.5,17,1,1
Cc1c(Cl)cccc1-n1c(SCC(=O)N(C)Cc2ccccc2)nnc1-c1ccncc1,-2,-3,-4,13,-1,2.9,8,-1,7
c1ccc(N2N=C(c3cccs3)CC2c2ccco2)cc1 (stereo unspecified),16,-5,0,-11,2,-0.9,-9,-5,-2
NC(=O)C1CCN(C2CC(=O)N(c3cccc(F)c3)C2=O)CC1 (stereo unspecified),9,-3,4,-1,-4,0.0,6,1,0
Cc1ccc(S(=O)(=O)N(CCCc2c(C)nc[nH]c2=O)c2ccccc2)cc1,-4,1,5,-5,-6,0.7,-3,-2,4
CCCN1CCC(NC(=O)Cc2ccccc2OC)CC1,-11,6,-12,22,-3,1.1,4,-2,2
O=C(CSc1nc(N2CCCCC2)nc(N2CCCCC2)n1)c1ccccc1,-6,-4,-3,17,-2,0.1,2,-1,1
NC(=O)c1ccc(N2CCN(c3ccc(O)cc3)CC2)c([N+](=O)[O-])c1,6,-6,2,9,10,1.4,-5,2,2
O=c1cc(-c2ccccc2F)oc2ccccc12,-6,-3,0,18,-3,0.1,-3,-3,1
O=C1c2ccccc2NC(c2ccccc2O)N1NS(=O)(=O)c1ccccc1 (stereo unspecified),-3,5,0,0,-8,0.1,0,1,1
Cc1ccc(C(=O)NCC(=O)N2CCC(Cc3ccccc3)CC2)cc1,-7,0,-9,10,-5,1.1,4,-5,3
Cc1nn(Cc2ccccc2)c(C)c1C(=O)N1CCN(S(=O)(=O)/C=C/c2ccccc2)CC1,-21,2,5,13,-4,1.1,-4,-4,5
CCOCc1cn(CC(=O)c2ccc(Cl)cc2)c(C)nc1=N,-8,4,-10,18,-4,-0.1,6,-6,0
CCOc1ccccc1N(CC(=O)NCC1CCCO1)C(=O)CCC(=O)Nc1ccccn1 (stereo unspecified),17,1,-1,-9,42*,0.4,12,-2,1
NC(=O)Cn1cnc2nc3n(c2c1=O)CCC3,-11,12,4,10,3,0.4,-2,-3,1
CC(C)(C)OC(=O)N1CCC(NC(=O)c2[nH]c(C(F)(F)F)nc2-c2ccccc2)CC1,-26,4,-4,21,2,2.3,3,1,2
CCOc1ccc(C(=O)NC(=S)Nc2cccc(NC(=O)c3ccco3)c2)cc1[N+](=O)[O-],-3,-1,2,10,-2,0.7,-6,-3,5
Cn1cc(SCC(=O)N2CCOCC2)c2ccccc21,-7,0,-6,13,-3,0.2,3,1,1
CC(C)(C)n1ncc2c(=O)n(Cc3ccc(Cl)c(Cl)c3)cnc21,-9,-2,5,9,9,0.2,6,-1,1
Cc1ccc2c(c1)C(SCC(=O)NCCc1ccccc1)CC1(CCCC1)O2 (stereo unspecified),14,-1,2,-14,-2,-0.1,-9,2,0
CCCCN(C)C(=O)c1ccc(Nc2nc(C(N)COCc3ccccc3)cs2)nc1 (stereo unspecified),-5,-2,0,-5,3,0.4,2,-1,2
SMILES,CHO-K1 Ca antag,M5 PAM,M4 antag,M1 PAM parental,M5 antag,M1 ag parental,CHRM4 PAM,M5 ag,M4 ag
CCc1cc(=O)oc2c(C)c(OC(C)C(=O)N3CC[C@@]4(O)CCCC[C@H]4C3)ccc12 (stereo partly specified),8,-2,-3,4,6,1.5,2,4,1
CCn1c(C)cc(/C=C2\NC(=O)N(CC(=O)Nc3ccc(F)cc3)C2=O)c1C,-23,2,-16,6,0,0.1,4,2,0
CN(CC(=O)Nc1ccccc1C(F)(F)F)C(=O)c1cc2c(s1)CCCCC2,1,-3,-20,6,3,0.9,2,5,6
Cc1ccccc1Cn1c2ccccc2c2cnn(CC(=O)N3CCN(c4ccccc4)CC3)c(=O)c21,7,0,-11,11,-4,0.2,8,-1,1
COCCCNC(=O)[C@H](Cc1ccccc1)NC(=O)CC[C@H]1O[C@@H](n2ccc(=O)[nH]c2=O)[C@H](O)[C@@H]1O,5,-5,-12,15,1,0.6,-3,-1,0
CCOCCCNC(=O)c1ccc2c(c1)N(CC)C(=O)c1ccccc1S2=O (stereo unspecified),-11,-4,-1,-3,7,0.8,5,-3,3
CCCCCCCCNC(=O)c1cccnc1SCC(=O)Nc1ccc(OC)cc1OC,-5,0,-2,21,-3,0.5,-6,1,1
CN(C)c1cc(N/N=C\c2ccccc2)nc(N(C)C)n1,-7,7,-7,1,-1,0.0,-6,-5,1
O=C(CN1CCCN(Cc2ccc(F)cc2)S1(=O)=O)NC1CCCC1,1,-3,-2,-2,3,0.5,1,-3,2
COc1cc(/C=C/C(=O)OCC(=O)N(C)C2CCS(=O)(=O)C2)ccc1OC(F)F (stereo unspecified),-11,-7,1,-18,12,1.8,-3,-2,2
Nc1cc(C(=O)OCC(=O)NNC(=O)c2ccccc2)ccc1Cl,-5,-2,-17,2,-3,0.2,7,5,2
NNC(=O)c1cc2cc(Oc3ccccc3)ccc2[nH]1,-8,0,8,13,1,0.0,-4,1,0
CN(C)c1ncnc2c1ncn2CCn1cnc2c(N(C)C)ncnc21,-9,6,3,13,-1,1.0,2,5,-1
S=c1[nH]nc(CCc2ccccc2)n1-c1ccc(Cl)cc1,-14,-1,-6,23,9,2.2,4,-10,1
CCCc1nc2cc3c(cc2[nH]1)n(C)c(=O)n3C,-11,0,0,17,1,1.7,2,-7,0
O=C(CCCCCN1C(=O)c2ccccc2C1=O)Nc1ccc2c(c1)OCCO2,-6,6,-6,11,-9,0.9,2,-1,5
CCOC(=O)CC1C(=O)NC2CCCCC2N1C(=O)Nc1ccc(Cl)cc1 (stereo unspecified),4,-8,-1,9,12,3.9,0,5,6
CCOC(=O)C(c1ccccc1)N1CCN(c2ccc(OC)cc2)CC1 (stereo unspecified),10,-4,1,3,1,0.8,-5,-7,2
Cc1cc(OCC(=O)NNC(=O)c2ccncc2)cc(C)c1Cl,-12,7,-15,14,-6,1.9,8,-4,3
NC(=O)c1ccc(NC(=O)COC(=O)/C=C/c2cccs2)cc1,10,-19,3,15,17,7.1,-11,8,24
O=C(OCC#CCSc1nnc(-c2cccc3ccccc23)o1)c1ccc2ccccc2c1,-12,-2,17,13,9,0.7,-1,-1,0
CCOC(=O)[C@H]1[C@H]2COc3cc(OC)ccc3[C@@H]2N2C(=O)c3cc(F)c(F)cc3NC(=O)[C@@]12C,7,0,-2,8,9,-0.1,10,1,2
CCOc1ccccc1N1CC(C(=O)N(CC)CC(=O)Nc2ccc3c(c2)OCCO3)CC1=O (stereo unspecified),-1,-2,-8,-5,5,-0.1,15,0,1
Cn1nnnc1SCC(=O)Nc1nc2c(F)c(F)c(F)cc2s1,2,0,-9,6,15,5.7,0,5,1
COC(=O)c1cc2oc3ccccc3c2n1Cc1ccccn1,-4,-7,-12,14,3,-0.3,9,-7,-1

# Ordered by molar mass (largest number first): some entries from above.
SMILES,CHO-K1 Ca antag,M5 PAM,M4 antag,M1 PAM parental,M5 antag,M1 ag parental,CHRM4 PAM,M5 ag,M4 ag
CN(CC(=O)Nc1ccccc1C(F)(F)F)C(=O)c1cc2c(s1)CCCCC2,1,-3,-20,6,3,0.9,2,5,6
CCOC(=O)C(c1ccccc1)N1CCN(c2ccc(OC)cc2)CC1 (stereo unspecified),10,-4,1,3,1,0.8,-5,-7,2
S=c1[nH]nc(CCc2ccccc2)n1-c1ccc(Cl)cc1,-14,-1,-6,23,9,2.2,4,-10,1

# (list continues)
SMILES,CHO-K1 Ca antag,M5 PAM,M4 antag,M1 PAM parental,M5 antag,M1 ag parental,CHRM4 PAM,M5 ag,M4 ag
COc1ccc(OC)c(NC(=O)C2CCCCC2)c1,-7,2,11,21,3,0.6,-4,-3,1
O=C(Cn1cnc2ccccc21)N1CCN(S(=O)(=O)c2ccccc2)CC1,-3,-11,7,-9,4,-0.1,-8,-7,1
CCOC(=O)c1c(NC(=O)c2cccs2)sc(C(=O)N(C)C)c1C,-8,1,-2,12,-1,0.6,-1,-4,2
CC(=O)Nc1ccc(NC(=O)CCCN2C(=O)c3ccccc3C2=O)cc1,2,-4,-7,-12,19,0.0,-4,2,2
N/C(=N\OC(=O)c1cc(Cl)ccc1Cl)c1ccccn1,-4,-1,-3,16,0,1.1,-3,-4,0
COc1ccccc1C(=O)N1CCN=C1c1ccccc1,-3,-2,-10,7,1,0.2,11,0,2
CC(/C=N/NC(=O)c1ccccc1F)c1ccccc1 (stereo unspecified),3,-8,3,-4,-5,0.4,-4,0,2
CCc1nn(-c2ccccc2)c(N)c1C#N,-8,2,5,22,-13,0.5,-4,-1,1
COCc1c(C(=O)N/N=C/c2c[nH]c3ccccc23)nnn1-c1nonc1N,-3,-8,-25,5,16,4.0,-2,-3,12
Cc1cc(C(C)(C)C)c(O)c(C(C)(C)C)c1,-5,-6,-9,21,2,0.3,-1,1,1
Cc1ccc(S(=O)(=O)N2CCN(C(=O)CN3CCCCC3)C2)cc1,5,3,-3,5,-2,-0.6,10,2,1
O=C(COC(=O)CCSc1ccccc1)NCc1ccccc1,-9,-2,6,-5,9,0.3,-3,0,0
O=C1OC(c2ccccc2)=N/C1=C\C=C\c1ccccc1[N+](=O)[O-],-1,1,8,14,2,0.2,7,0,0
O=C(Oc1ccccc1OC(=O)N1CCOCC1)N1CCOCC1,-2,6,3,16,-2,0.6,-5,-4,0
CSCCC(C(=O)NC1CCCC1)n1c(-c2ccncc2)nc2ccccc21 (stereo unspecified),x,-1,-4,x,5,x,2,0,2
Cc1nn2cc(-c3ccccc3)nc2s1,-27,0,-13,21,-4,-0.2,15,-4,0
C[C@H](NC(=O)[C@@H]1CCCN1C(=O)[C@@H]1CCCN1C(=O)c1cccc2ccccc12)c1ccccc1,-25,8,-5,17,-5,-0.7,4,-1,0
Cc1nc2c(nc1C)C(=O)c1ccccc1C2=O,-4,-9,-6,7,9,0.0,2,1,1
COC(=O)c1sc(S(=O)(=O)Nc2c(C)nn(C)c2C)c(C(=O)OC)c1C,-2,-1,-5,-1,5,0.7,-3,1,0
Fc1ccc(N/N=C2/CC(c3ccccc3)Oc3ccccc32)c(F)c1 (stereo unspecified),-2,4,-6,25,-7,1.8,2,-1,0
C=C1CCC[C@]2(C)C[C@H]3OC(=O)C(CN[C@@H](C)c4ccccc4)[C@H]3CC12 (stereo partly specified),-4,6,1,-7,3,1.3,2,-1,2

# An unsorted share of the library; overall some 2.7% were active at least once.
